Source: PubChem BioAssay (several laboratories)
Mcl1-Bid inh = Mcl-1/Bid interaction inhibition. hit rate 0.97% among 220,000. inhibition, % at 21.7 µM. TR-FRET Mcl-1/Bid-Dy647 peptide binding, 1536-well. AID 1021;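 active = compounds that cut the binding signal by more than half at the single screening dose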;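 note: His-tagged Mcl-1 with europium anti-His antibody binding Bid BH3 peptide; 0% = Mcl-1 plus peptide wells and 100% = peptide-only wells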
Target sequence (Q07820 whole entry, looked up): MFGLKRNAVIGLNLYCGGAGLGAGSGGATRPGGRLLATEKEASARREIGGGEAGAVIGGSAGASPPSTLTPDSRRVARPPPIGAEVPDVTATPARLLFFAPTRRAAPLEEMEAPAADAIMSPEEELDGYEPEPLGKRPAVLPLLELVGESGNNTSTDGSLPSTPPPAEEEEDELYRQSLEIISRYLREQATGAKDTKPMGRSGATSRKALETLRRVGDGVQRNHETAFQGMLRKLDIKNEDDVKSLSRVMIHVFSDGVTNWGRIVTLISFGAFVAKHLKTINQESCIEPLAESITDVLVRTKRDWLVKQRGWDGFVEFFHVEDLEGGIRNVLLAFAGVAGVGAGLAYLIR
Rab2 wt GTP = changes GTP binding to wildtype dog Rab2A, up or down; hit rate 0.19% among 190,000; GTP binding activity, % at 10 µM; GST-Rab2 wt beads, Bodipy-GTP binding, flow cytometry; P61105;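 active = GTP binding activity at least 20 points away from 100%, either lowered or raised; inconclusive = signal likely due to the compound's own green fluorescence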;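 note: 0% = beads with excess unlabeled GTP and 100% = no-compound control corrected for plate trend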
RGS8-Gao = regulators of human RGS8-Galphao interaction; P09471; multiplexed bead flow cytometry, RGS8-Galphao binding; actives lie on both sides; response (percent of control binding), % at 10 µM; hit rate 0.34% among 220,000; in the data active = response below about 60% or above about 140%; inactive = in between;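 note: Galphao activated as the GDP aluminium fluoride complex binding bead-coupled RGS8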
Target sequence (P09471 whole entry, looked up): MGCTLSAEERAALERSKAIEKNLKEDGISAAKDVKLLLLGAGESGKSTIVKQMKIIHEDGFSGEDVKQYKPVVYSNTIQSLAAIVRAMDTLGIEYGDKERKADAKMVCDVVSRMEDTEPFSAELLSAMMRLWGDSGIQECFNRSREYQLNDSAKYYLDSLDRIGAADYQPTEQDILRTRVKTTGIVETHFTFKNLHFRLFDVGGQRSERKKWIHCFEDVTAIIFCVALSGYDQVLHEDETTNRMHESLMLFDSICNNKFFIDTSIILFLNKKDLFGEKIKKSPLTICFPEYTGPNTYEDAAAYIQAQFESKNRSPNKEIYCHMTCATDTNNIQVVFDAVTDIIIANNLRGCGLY
Mcl1-Noxa inh = Mcl-1/Noxa interaction inhibition; hit rate 1.5% among 220,000; TR-FRET Mcl-1/Noxa peptide binding, 2 h; inhibition, % at 21.7 µM; Q07820;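 active = compounds that cut the protein-peptide binding signal by more than 50% relative to plate controls in a single-dose test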;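 note: His-tagged Mcl-1 with rhodamine Noxa BH3 peptide and terbium anti-His antibody; 0% = Mcl-1 plus Noxa peptide wells and 100% = peptide-only wells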
Rac1 act GTP bind = human Rac1 activated mutant GTP binding change. P63000. GST-Rac1 activated beads, fluorescent GTP binding, flow cytometry; actives lie on both sides; 100% means binding = to untreated wells. percent activity (GTP binding), % at 10 µM. hit rate 0.11% among 190,000;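 active = GTP binding at least 20 percentage points away from the 100% baseline, in either direction, so actives lie on both sides; inconclusive = Compound likely fluorescent itself, or too few beads counted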
Cdc42 wt = human Cdc42 wildtype GTP binding change, either direction; percent activity (GTP binding), % at 10 µM; GST-Cdc42 beads, Bodipy-GTP binding, flow cytometry; actives lie on both sides; P60953; hit rate 0.2% among 190,000;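 active = percent activity GTP binding at least 20 points away from the 100% baseline, either down as inhibitor or up as activator; inconclusive = compound flagged as likely green fluorescent from well-wide comparison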;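 note: median bead fluorescence of bound Bodipy-FL-GTP at 100 nM; 0% = excess unlabeled GTP control and 100% = no compound control; below 100% means less GTP binding so inhibitor and above means activator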
Target sequence (P60953 whole entry, looked up): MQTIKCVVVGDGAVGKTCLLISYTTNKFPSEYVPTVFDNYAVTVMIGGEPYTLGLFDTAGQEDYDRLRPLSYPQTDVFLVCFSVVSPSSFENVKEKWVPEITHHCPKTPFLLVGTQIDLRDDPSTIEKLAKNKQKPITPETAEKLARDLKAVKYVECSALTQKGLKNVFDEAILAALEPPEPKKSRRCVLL
HRas wt GTP bind = modulators of GTP binding to human HRas wildtype; P01112; GST-Ras wt beads, Bodipy-FL-GTP binding, flow cytometry; actives lie on both sides; GTP binding activity, % at 10 µM; hit rate 0.14% among 190,000;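 active = GTP binding activity at least 20% away from the 100% baseline, either lowered as inhibitor or raised as activator; inconclusive = flagged as likely green fluorescent, judged across all proteins in the well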;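 note: 0% = unlabeled GTP competition control and 100% = no-compound control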
Target sequence (P01112 whole entry, looked up): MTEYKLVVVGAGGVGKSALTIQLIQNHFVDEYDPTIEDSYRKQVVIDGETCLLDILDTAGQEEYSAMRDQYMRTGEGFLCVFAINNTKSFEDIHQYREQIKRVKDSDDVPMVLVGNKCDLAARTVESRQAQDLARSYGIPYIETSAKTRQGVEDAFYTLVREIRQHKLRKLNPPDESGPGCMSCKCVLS
Rac1 wt modul = alters GTP binding to wildtype human Rac1 | GST-Rac1 beads, fluorescent GTP binding, flow cytometry; actives lie on both sides; 0 = cold GTP competed, 100 = untreated | AID 757 | hit rate 0.27% among 190,000 | GTP binding activity (% of control), % at 10 µM;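 active = GTP binding activity at least 20 points away from the 100% control level, either lower or higher; inconclusive = compound flagged as likely green fluorescent, judged across all proteins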
Rab7 wt modul = alters GTP binding to wildtype dog Rab7; GTP binding activity (percent of control), % at 10 µM; GST-Rab7 beads, fluorescent GTP binding, flow cytometry; actives lie on both sides; untreated = 100%, excess cold GTP = 0%; hit rate 0.055% among 190,000;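 active = fluorescent GTP binding to Rab7 beads changed by at least 20 points from the 100% baseline, either direction, mostly lower; inconclusive = compound itself probably fluorescent, or too few beads counted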;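 note: median green fluorescence of bound Bodipy-FL-GTP per Rab7 bead population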
Pf gamet viab = P. falciparum stage V gametocyte viability inhibition; inhibition, % at 10.9 µM; hit rate 0.065% among 150,000; AID 743093; P. falciparum stage V gametocytes, ATP luminescence, 24 h;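 active = inhibition above the mean plus 3 SD of compounds within the control limits, set per campaign, cut at about 38% in these data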;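 note: 0% = DMSO wells and 100% = medium only without gametocytes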
Mcl-1 Bim block = disrupts Bim peptide binding to human Mcl-1. Bead-based flow cytometry, Bim peptide-Mcl-1 binding. inhibition, % at 10 µM. hit rate 0.1% among 190,000; in the data active = inhibition above about 40%;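 note: 0% = no compound tracer wells and 100% = peptide blocker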
An asterisk follows results filed as active; ? = inconclusive; nt = no result given; [ ] = another dose, or the depositor's remark.

cpd	Molecule	HRas wt GTP bind	Pf gamet viab	Mcl1-Noxa inh	Rac1 act GTP bind	Rab7 wt modul	Rac1 wt modul	Rab2 wt GTP	RGS8-Gao	Mcl-1 Bim block	Cdc42 wt	Mcl1-Bid inh
1	CC1CCc2sc(NC(=S)NC(=O)c3ccccc3)c(C#N)c2C1 (stereo not given)	92	-27	26	92	95	93	91	98	1	94	-18
2	CCOc1ccccc1C(=O)N/N=C/c1cccc2cccnc12	96	8	nt	92	93	89	92	104	-2	94	-20
3	Cc1ccc(S(=O)(=O)NNc2ccccc2)c(C)c1	98	3	22	100	98	97	100	93	-9	99	20
4	N#CCCn1cc(/C=C(\C#N)c2nc3ccccc3s2)c(-c2ccc(F)cc2)n1	101	9	5	101	100	110	100	92	-2	101	11
5	O=C(Nc1ccc(Cl)c([N+](=O)[O-])c1)c1ccncc1	103	nt	4	101	103	100	101	105	-2	98	2
6	Cc1c(C(=O)O)oc2c1ccc1ccccc12	97	nt	14	97	91	97	95	101	2	98	8
7	Cc1cc(=O)n2nc(N3CCCC(C(=O)NCCC4=CCCCC4)C3)sc2n1 (stereo not given)	102	nt	2	98	101	104	102	105	0	104	-1
8	Cn1ncc(C#N)c1/N=C/N(Cc1ccccc1)Cc1ccccc1	?	8	10	?	?	?	?	99	2	?	4
9	Cc1cc(NC(=O)CCC2CCCCC2)no1	?	9	-4	?	?	?	?	100	0	?	-14
10	Cc1cccc(C(=O)NC(=S)NNC(=O)c2ccccc2Cl)c1	99	nt	-27	98	100	98	96	102	-4	96	-81
11	CCc1nnc(NS(=O)(=O)c2ccc(NC(=S)NC(=O)c3ccc(Br)cc3)cc2)s1	95	19	34	91	97	93	88	99	-4	91	-38
12	Brc1ccc(CSc2nnc(-c3ccccn3)n2Cc2ccco2)cc1	?	nt	3	?	?	?	?	100	-3	?	-15

cpd	Molecule	HRas wt GTP bind	Pf gamet viab	Mcl1-Noxa inh	Rac1 act GTP bind	Rab7 wt modul	Rac1 wt modul	Rab2 wt GTP	RGS8-Gao	Mcl-1 Bim block	Cdc42 wt	Mcl1-Bid inh
13	Cc1cccc(NC(=O)Cc2coc3ccc4ccccc4c23)n1	106	nt	19	104	106	110	106	100	-3	107	9
14	CC(=O)Nc1nonc1NC(=O)COc1ccccc1	91	nt	12	92	95	92	95	78	-3	91	1
15	CC(=O)C1=C(C)NC(=O)NC1c1ccccc1 (stereo not given)	98	nt	-6	97	96	101	97	99	-2	99	-20
16	COc1ccnc(Oc2ccc(F)cc2)c1-c1ncn[nH]1	99	-6	13	94	106	93	97	101	0	93	-3
17	CCOc1cc(N2CCOCC2)c(OCC)cc1NC(=O)c1ccc(OCc2c(C)noc2C)c(OC)c1	102	-8	14	99	100	102	99	103	-1	100	-5
18	O=C(Nc1ccccc1)N1C(=O)C2(OCCO2)c2ccccc21	101	0	-19	100	100	100	100	110	-1	101	-11
19	O=C1C2CC=CCC2C(=O)N1c1ccc(NCCc2cccc(F)c2)c([N+](=O)[O-])c1 (stereo not given)	100	nt	10	99	101	105	98	99	0	99	-22
20	O=C(Nc1nnc(C2CC2)s1)c1cccc(S(=O)(=O)N2CCc3ccccc32)c1	100	-1	-1	98	98	101	100	105	0	101	-15
21	c1ccc2c(-c3cc(C4CCNCC4)[nH]n3)cccc2c1	95	-1	16	97	93	96	97	106	3	92	-16
22	C=CCSc1ccsc1C(=O)O	101	nt	-2	100	103	107	100	105	-2	101	-41
23	CCOC(=O)c1ccc(NC(=O)CCOc2ccccc2)cc1	103	-4	21	98	103	104	102	112	-2	102	-26
24	O=C(NC1CCCC1)C1CCC(CNS(=O)(=O)c2cccs2)CC1 (stereo not given)	99	-8	11	97	101	102	98	104	0	99	-5

Filtered by structure, the compounds so far with an NH in an aromatic ring.
cpd	Molecule	HRas wt GTP bind	Pf gamet viab	Mcl1-Noxa inh	Rac1 act GTP bind	Rab7 wt modul	Rac1 wt modul	Rab2 wt GTP	RGS8-Gao	Mcl-1 Bim block	Cdc42 wt	Mcl1-Bid inh
16	COc1ccnc(Oc2ccc(F)cc2)c1-c1ncn[nH]1	99	-6	13	94	106	93	97	101	0	93	-3
21	c1ccc2c(-c3cc(C4CCNCC4)[nH]n3)cccc2c1	95	-1	16	97	93	96	97	106	3	92	-16

(continued)
cpd	Molecule	HRas wt GTP bind	Pf gamet viab	Mcl1-Noxa inh	Rac1 act GTP bind	Rab7 wt modul	Rac1 wt modul	Rab2 wt GTP	RGS8-Gao	Mcl-1 Bim block	Cdc42 wt	Mcl1-Bid inh
25	CCn1c(CNc2ccc(Cl)cc2)nnc1SCC(=O)OC1CCCCC1	97	0	7	98	102	102	96	98	-2	99	-9
26	CC1(C)CC(=O)c2cnc(NC3CC3)nc2C1	98	13	6	96	106	95	100	106	0	100	-12
27	COc1ccc(Cl)cc1CSc1n[nH]c(C)n1	102	nt	1	102	101	104	103	103	-2	102	-18
28	C/C=C/C=N/NC(=O)CN(c1ccc(Br)cc1)S(=O)(=O)c1ccccc1	99	nt	19	95	103	101	98	100	0	96	11
29	CCC(=O)N1CCC(C(N)=O)(N2CCCCC2)CC1	96	8	-11	96	99	96	99	163*[activator]	-1	95	-21
30	O=Cc1c(N2CCCCCC2)nc2ccccn2c1=O	105	nt	9	99	104	103	106	101	-2	105	-16
31	C=CCNc1nc(SCC=C)nc2ccsc12	101	nt	-17	102	101	105	103	95	0	103	-2
32	C/C(=N\OC(=O)c1ccc(Cl)cc1)c1sc(-c2ccccc2)nc1C	99	0	10	94	102	103	99	103	-2	101	11
33	CCOc1ccc(N(CC(=O)NCc2ccco2)S(=O)(=O)c2ccc(OC)c(OC)c2)cc1	102	nt	16	100	98	109	101	101	-3	105	-16
34	O=C(NCCCN1CCOCC1)c1ccccc1NS(=O)(=O)c1ccc(Br)cc1	100	nt	8	98	106	100	97	99	-2	99	-15
35	COC(=O)CCc1c(C)c(C(=O)c2ccco2)c2ccccn12	94	13	14	95	98	96	96	95	4	97	-31
36	CCOc1ccccc1NC(=O)C1CCCN(S(=O)(=O)c2cccc3cccnc23)C1 (stereo not given)	96	nt	3	96	100	101	96	104	0	94	-10

cpd	Molecule	HRas wt GTP bind	Pf gamet viab	Mcl1-Noxa inh	Rac1 act GTP bind	Rab7 wt modul	Rac1 wt modul	Rab2 wt GTP	RGS8-Gao	Mcl-1 Bim block	Cdc42 wt	Mcl1-Bid inh
37	Cn1c(=O)c(Nc2ccc(O)cc2)c2c3c(cccc31)C(=O)c1ccccc1-2	98	-18	66*	98	97	96	96	91	0	97	-12
38	CC1c2nc3ccccc3n2C(CC(=O)NC2CC2)C(=O)N1Cc1ccccc1 (stereo not given)	98	10	-10	97	106	100	100	99	-7	100	3
39	O=C(O)/C=C/C(=O)Nc1ccc(S(=O)(=O)N2CCCC2)cc1	97	-1	3	96	104	100	100	97	-1	95	-21
40	Cc1ccc(NC(=S)NC2CC3CCC(C2)N3Cc2ccco2)cc1C (stereo not given)	106	-18	21	102	98	105	106	101	-2	107	-44
41	NC(=O)C1CCN(CCC(=O)Nc2ccc(Br)cc2)CC1	100	-1	30	102	102	103	101	103	1	103	-3
42	CCCn1c(=O)c2ccccc2n2c(SCC(=O)/C(C#N)=C(\C)N)nnc12	104	9	12	101	103	104	105	100	-2	102	-13
43	CCOC(=O)N1CCN(C(=O)C(NS(=O)(=O)c2cccc3nsnc23)c2ccccc2)CC1 (stereo not given)	102	nt	-3	100	102	107	101	99	0	102	-22
44	Cc1ccsc1CN(C)C(=O)CCc1nnc(COc2ccccc2)o1	96	-24	-9	94	96	98	94	103	0	97	0
45	CCC(=O)N1CCc2cc(OC)c(OC)cc2C1COc1ccccc1OC (stereo not given)	99	-5	-16	96	103	99	99	105	-1	98	-7
46	COc1ccc(Cn2cnc3c([N+](=O)[O-])c(C)c(C)cc32)cc1	102	-44	10	102	95	101	101	103	-1	102	-3
47	O=C(CNS(=O)(=O)c1ccccc1)OCC(=O)c1ccc(OC(=O)c2ccccc2)cc1	98	nt	25	99	95	105	97	111	-3	101	8
48	CC(C)CC(=O)Nc1nc2ccc(S(=O)(=O)N3CCOCC3)cc2s1	100	nt	-18	101	101	105	101	102	-6	101	-26

cpd	Molecule	HRas wt GTP bind	Pf gamet viab	Mcl1-Noxa inh	Rac1 act GTP bind	Rab7 wt modul	Rac1 wt modul	Rab2 wt GTP	RGS8-Gao	Mcl-1 Bim block	Cdc42 wt	Mcl1-Bid inh
49	Cc1ccccc1OCc1nc2ccccc2c(=O)n1N	100	0	6	98	102	101	100	101	-6	100	-7
50	CC(=O)OC(C(=O)NCc1ccco1)c1cccnc1 (stereo not given)	100	1	6	101	99	102	100	96	-1	101	-16
51	COc1ccccc1N1CCN(CCCCCCOc2ccc(F)cc2)CC1	100	15	14	99	99	103	97	103	-5	102	19
52	Cc1noc(C)c1COc1ccc(C(=O)Nc2ccccc2)cc1	96	27	16	96	101	93	97	101	-4	95	-13
53	COC(=O)c1ccc(NC(=O)Nc2ccccc2F)cc1	100	11	16	96	106	100	101	102	-2	101	-14
54	O=C(CC12CC3CC(CC(C3)C1)C2)NC(=S)Nc1ccc(CN2CCOCC2)cc1	97	-16	1	97	102	99	97	103	-2	97	-23
55	COC(=O)c1ccc(CSc2nnc3sc4ccccc4n23)o1	96	nt	17	97	100	85	100	102	-3	95	-8
56	CC(C)(C)NC(=O)CN(C(=O)CSc1nnc(COc2ccccc2)o1)c1cccc(F)c1	96	14	-2	95	91	96	97	72	-3	95	-3

Shown with each value named: part of the list above.
(51) COc1ccccc1N1CCN(CCCCCCOc2ccc(F)cc2)CC1
  HRas wt GTP bind: 100
  Pf gamet viab: 15
  Mcl1-Noxa inh: 14
  Rac1 act GTP bind: 99
  Rab7 wt modul: 99
  Rac1 wt modul: 103
  Rab2 wt GTP: 97
  RGS8-Gao: 103
  Mcl-1 Bim block: -5
  Cdc42 wt: 102
  Mcl1-Bid inh: 19
(52) Cc1noc(C)c1COc1ccc(C(=O)Nc2ccccc2)cc1
  HRas wt GTP bind: 96
  Pf gamet viab: 27
  Mcl1-Noxa inh: 16
  Rac1 act GTP bind: 96
  Rab7 wt modul: 101
  Rac1 wt modul: 93
  Rab2 wt GTP: 97
  RGS8-Gao: 101
  Mcl-1 Bim block: -4
  Cdc42 wt: 95
  Mcl1-Bid inh: -13
(53) COC(=O)c1ccc(NC(=O)Nc2ccccc2F)cc1
  HRas wt GTP bind: 100
  Pf gamet viab: 11
  Mcl1-Noxa inh: 16
  Rac1 act GTP bind: 96
  Rab7 wt modul: 106
  Rac1 wt modul: 100
  Rab2 wt GTP: 101
  RGS8-Gao: 102
  Mcl-1 Bim block: -2
  Cdc42 wt: 101
  Mcl1-Bid inh: -14
